# Screening data deposited in PubChem BioAssay by several laboratories.
# KLK5 inh = inhibitors of human kallikrein 5 | recombinant hK5, fluorogenic AMC substrate cleavage | Q9Y337 | inhibition, % at 5 µM | hit rate 0.59% among 210,000;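 active = inhibition of 40% or more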;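 also: 0% = enzyme controls without compound and 100% = no-enzyme blanks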
# NCF1 inh = p47phox (human) inhibition; P14598; p47phox/p22phox peptide binding, fluorescence polarization, 2 h; inhibition, % at 24.7 µM; hit rate 0.53% among 220,000;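 also: 0% = p47phox with labelled peptide and 100% = labelled peptide alone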
# Target sequence (P14598 whole entry, looked up): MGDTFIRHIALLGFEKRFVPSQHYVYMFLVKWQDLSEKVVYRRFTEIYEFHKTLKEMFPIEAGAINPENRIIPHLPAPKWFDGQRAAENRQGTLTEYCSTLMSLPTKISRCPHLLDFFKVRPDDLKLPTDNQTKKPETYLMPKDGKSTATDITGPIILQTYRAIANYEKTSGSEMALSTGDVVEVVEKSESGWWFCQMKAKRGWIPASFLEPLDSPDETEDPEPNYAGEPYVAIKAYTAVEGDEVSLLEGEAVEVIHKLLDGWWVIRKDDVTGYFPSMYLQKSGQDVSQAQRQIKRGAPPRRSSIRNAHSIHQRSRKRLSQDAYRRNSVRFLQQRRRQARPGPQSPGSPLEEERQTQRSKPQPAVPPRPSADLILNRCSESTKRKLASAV
# 14-3-3 Bad PPI = disrupts binding of bovine 14-3-3 zeta to phospho-Bad peptide; P63103; TR-FRET 14-3-3zeta/Dy647-pBad peptide displacement, 1 h; inhibition, % at 21.7 µM; hit rate 0.71% among 220,000; AID 781;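 active = inhibition above about 70%, limit read from the data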;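 also: 0% = full 14-3-3 plus peptide FRET controls and 100% = background without 14-3-3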
# KCC2 mod = modulates chloride dependent transport by human KCC2; Q9H2X9; KCC2 cells, thallium flux FluoZin-2 fluorescence; B-score of Tl+ flux slope (higher = more flux/activation; lower = inhibition) at 10 µM; hit rate 2.2% among 190,000; AID 1456;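 active = thallium flux slope and its plate-corrected score both differing from the plate sample mean at a set confidence after two filtering rounds, in either direction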;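 also: slope of fluorescence scaled to starting intensity during 10 to 20 s after thallium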
# Rad51 HR inh = Rad51 (human) homologous recombination inhibition | Q06609 | hRad51 DNA strand exchange, fluorescence dequenching | inhibition, % at 10 µM | hit rate 0.085% among 200,000;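 active = inhibition above 40% at the single screening dose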;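 also: 0% = DMSO control wells and 100% = blanks with heterologous ssDNA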
#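 material = hRad51 filaments on single-stranded DNA | timing = filaments 15 min 37 °C, then compound 30 min | signal = FRET fluorescence dequenching, excitation 485 nm, emission 520 nm | benchmarks = control wells and blank wells on each plate | evaluation = percent inhibition relative to plate controls and blanks | compound = 10 µM final, single point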
# eIF4E 4G PPI = blocks eIF4E binding to eIF4G; TR-FRET eIF4E-eIF4GI(517-606) binding, 2 h; hit rate 0.37% among 220,000; inhibition, % at 21.7 µM; AID 782;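 also: 0% = full FRET control wells and 100% = background wells lacking eIF4GI fragment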
# Thrombin inh = inhibitors of human thrombin | P00734 | alpha-thrombin, Boc-VPR-AMC fluorogenic substrate cleavage | inhibition, % at 5 µM | hit rate 0.26% among 220,000 | AID 1046;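 active = inhibition at or above 40%; inactive = inhibition below 40%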;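 also: 0% = enzyme with no compound and 100% = wells without enzyme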
#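 signal = AMC fluorescence, 355/460 nm | material = human alpha-thrombin enzyme | control set = enzyme without compound as high, wells lacking enzyme as low | times = reaction at room temperature | read-out basis = percent inhibition scaled between no-compound controls and no-enzyme blanks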
# Furin inhibitor = inhibitors of human furin; hit rate 0.061% among 220,000; AID 463115; purified furin, fluorogenic substrate cleavage; inhibition, % at 30 µM; in the data active = inhibition above about 25%; also: inactives centre near -15
# Target sequence (P09958 108-714 limits assumed): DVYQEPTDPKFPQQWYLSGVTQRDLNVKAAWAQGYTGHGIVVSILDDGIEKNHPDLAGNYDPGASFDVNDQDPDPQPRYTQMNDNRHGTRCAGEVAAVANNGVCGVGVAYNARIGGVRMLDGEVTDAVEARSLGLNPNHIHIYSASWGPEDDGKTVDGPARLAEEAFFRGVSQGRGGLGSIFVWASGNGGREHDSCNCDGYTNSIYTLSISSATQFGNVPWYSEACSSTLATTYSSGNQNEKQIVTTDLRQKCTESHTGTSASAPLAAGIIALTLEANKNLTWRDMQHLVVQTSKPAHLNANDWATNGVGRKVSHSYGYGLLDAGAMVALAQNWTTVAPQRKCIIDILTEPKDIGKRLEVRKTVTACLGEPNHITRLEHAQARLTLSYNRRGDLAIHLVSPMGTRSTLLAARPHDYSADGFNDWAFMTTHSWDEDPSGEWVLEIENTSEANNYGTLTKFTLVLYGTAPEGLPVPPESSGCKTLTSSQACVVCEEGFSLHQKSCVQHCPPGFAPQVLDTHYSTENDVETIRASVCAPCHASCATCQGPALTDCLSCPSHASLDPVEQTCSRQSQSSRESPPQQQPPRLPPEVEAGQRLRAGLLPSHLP
# EBV gp42 inh = inhibitors of Epstein-Barr virus glycoprotein 42. AID 1085. hit rate 0.42% among 220,000. Fluorescence polarization binding assay, mP read-out. inhibition, % (tested at 21.74 µM). Q1HVG2; in the data active = inhibition above about 50%
# Starred values were filed as active, the others as inactive; i = inactive; . = no result given; [ ] = another dose, or the depositor's remark.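 The calls were made as follows, unless noted: active = inhibition above about 30% (limit read from the data); inactive = the rest.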
Thrombin inh	NCF1 inh	eIF4E 4G PPI	Furin inhibitor	KCC2 mod	KLK5 inh	14-3-3 Bad PPI	Rad51 HR inh	EBV gp42 inh	mol
4	-10	-6	-11[20 µM]	.	-16	13	4	-17	Cc1oc(C)c(C(=O)Nc2ccc(CC(=O)O)cc2)c1C(=O)Nc1ccc(CC(=O)O)cc1
-23	-3	-1	-26	-1.8	-3	3	-2	1	COc1ccc(C2CC(c3cccs3)=NN2C(=O)CSc2nncs2)cc1OC (stereo not drawn)
-7	-10	2	-12	-0.46	-11	-1	10	-1	Cc1ccc2cc(CCNC(=O)C(=O)c3c(C)[nH]c4ccccc34)c(=O)[nH]c2c1
-2	7	6	-13	-0.25	1	10	-1	-12	Cc1ccc(C(=O)C(OC(=O)COc2ccccc2C)c2ccccc2)cc1 (stereo not drawn)
47*	10	-14	-6[20 µM]	.	-16	-3	2	1	CC(Sc1nnc(-c2cc3ccccc3o2)n1-c1ccccc1)C(=O)O (stereo not drawn)
-7	-5	17[fluorescence artefact?]	-25	-0.31	-11	13	-15	-23	CC1=NN(C(=S)Nc2ccccc2)C(c2ccccc2)C1 (stereo not drawn)
-2	3	1[fluorescence artefact?]	-21	0.081	-20	4[fluorescence artefact?]	2	-19	CCCCn1c(SCC(=O)Nc2nc(C)cs2)nnc1-c1cccnc1
-5	-13	0	-18	-0.77	7	-4	-5	2	CCOCCCNC(=S)NCCCNc1nc2c(C)cc(C)cc2cc1C#N
-11	-4	-1	-18	-0.77	-8	-6	-1	-13	CCCn1c2ccc(F)cc2c2nnc(NN)nc21
-4	-14	1	-5	0.91	-62	-25	3	0	CC1CCc2c(sc3nc(CSc4n[nH]c(N)n4)[nH]c(=O)c23)C1 (stereo not drawn)
-6	-7	-5	-17	64*	-22	7[fluorescence artefact?]	-7	-11	O=C(Nc1nnc(-c2ccccc2)o1)c1ccc(Cl)cc1
-3	-8	3	-21	-1.6	-4	-10	0	10	Cc1ccc(CSCC(=O)NCc2ccc3c(c2)OCO3)cc1
3	-9	-4	-8	1.1	4	-1	-2	-13	COC(=O)N1CC(=O)N(OC)C1c1ccc(Cl)cc1Cl (stereo not drawn)
2	-1	-1	-16	.	16	-14	13	4	CCC(C)OC(=O)C1=C(C)NC(=O)NC1c1ccc(F)cc1 (stereo not drawn)
3	-19	2	-9[20 µM]	-0.82	-6	4	-7	-9	Cc1ccc(NC(=O)CN(Cc2ccccc2)S(C)(=O)=O)cc1C
-3	-45	4	9	i	-16	-7[fluorescence artefact?]	-21	-145	O=C(/C=C/c1cn(CC(O)CN2CCCCCC2)c2ccccc12)c1cccs1 (stereo not drawn)
61*	8	-4	-21[20 µM]	-0.37	36	-10	3	-8	CC(NC(=O)CN(C1CCCCC1)S(C)(=O)=O)c1ccccc1 (stereo not drawn)
-10	-16	3	-13	0.77	-14	-22[fluorescence artefact?]	0	-7	Clc1ccc(-c2nnc(COc3ncnc4sccc34)o2)cc1
2	-7	1[fluorescence artefact?]	-16	-0.0071	-9	15	0	-25	COc1cc2c(cc1OC)[C@@H]1Cc3cc4c(cc3[C@H](C2)N1C)OCO4
-12	-8	-34	-23[20 µM]	0.62	-20	19[fluorescence artefact?]	-9	5	Cc1ccc(-c2nnc(-c3ccc(NC(=O)c4ccco4)cc3)o2)cc1
-1	22	-5	9	-3.8*	-9	47[fluorescence artefact?]	-9	-17	CC(C)(C)C(=O)NC(=C(Cl)Cl)P(=O)(O)O
-14	-11	2	-12	-0.4	-5	0	.	-5	COc1cc(CN=Cc2c(O)n(Cc3ccccc3)c(=S)[nH]c2=O)cc(OC)c1
2	-1	1	12[20 µM]	0.73	-13	5	16	-10	Clc1ccc(-n2ncc3c(NCCN4CCOCC4)ncnc32)cc1
1	-9	3	-16	-0.59	1	1	12	-16	Cc1cc(C)nc(N/N=C/c2cn[nH]c2-c2ccccc2)n1
0	-1	0	-26	0.41	.	-13	11	-1	Cc1nc(C)c(C(=O)N2CCCC(CCC(=O)NCc3ccc(F)c(F)c3)C2)s1 (stereo not drawn)
-3	-7	-1	-13[20 µM]	.	0	-6	7	-1	CC1CCc2nc(NC(=O)CN3CCN(Cc4ccc5c(c4)OCO5)CC3)sc2C1 (stereo not drawn)
-12	-4	12	-12	-0.82	0	53	.	23	COc1cccc(-n2c(N)c(C(=O)Nc3c(C)n(C)n(-c4ccccc4)c3=O)c3nc4ccccc4nc32)c1
-5	-25	9	-19	-1	-1	-10	3	-4	COc1cc(C2CC(=O)N(CC(=O)NCc3ccco3)c3ccccc3S2)cc(OC)c1OC (stereo not drawn)
-2	-18	-5	-11[20 µM]	-2.8	-17	7	-4	-3	O=C(Nc1nccs1)c1cc2c(s1)CCCCC2
-1	-4	-6	-8[20 µM]	-0.6	-1	-9	1	5	CCCCN(CC)C(=O)c1ccc(Cl)c(Cl)c1
3	-5	-1	-17	0.29	-8	-3	14	-6	CC(=O)C1=C(C)OC(N)=C(C#N)C1c1cccnc1 (stereo not drawn)
-5	0	1	-17	1.4	-14	-22	24	3	Cc1cccc(C)c1NC(=S)N(CCN(C)C)C(C)c1ccccn1 (stereo not drawn)
4	-1	4	-9	0.37	-16	8	5	-7	O=C(NCCO)c1cc2cc(Cl)cc(Cl)c2oc1=O
-14	-4	9	-13	0.014	-17	1	4	-12	CN(C)S(=O)(=O)c1ccc(N2CCCC2=O)c([N+](=O)[O-])c1
-6	4	-3	-15	0.055	0	0	.	-6	O=Cc1c(N2CCSCC2)nc2ccccn2c1=O
1	1	-10	-19	0.43	0	10	-5	-17	O=C1CC(NCc2ccco2)C(=O)N1CCc1ccccc1 (stereo not drawn)
-1	-5	-20	-25[20 µM]	1.4	-10	7	-1	-9	Cn1c(=O)c(=O)n(C)c2cc(S(=O)(=O)N3CCN(c4cccc(C(F)(F)F)c4)CC3)ccc21
2	0	8	-16	0.28	-5	3	.	-22	COCCNC(=O)c1cc(-c2ccc3c(c2)OCO3)on1
-4	-20	-22	5[20 µM]	.	-2	1	16	2	Cc1ccc(C(=O)NC2CCSC2=O)cc1 (stereo not drawn)
-7	-5	3[fluorescence artefact?]	-6	.	9	3	-4	-29	CCOC(=O)c1cnn(-c2nc(-c3ccc(C)cc3)cs2)c1C(F)(F)F

# Given in CSV form: entries from further up
smiles,Thrombin inh,NCF1 inh,eIF4E 4G PPI,Furin inhibitor,KCC2 mod,KLK5 inh,14-3-3 Bad PPI,Rad51 HR inh,EBV gp42 inh
Clc1ccc(-n2ncc3c(NCCN4CCOCC4)ncnc32)cc1,2,-1,1,12[20 µM],0.73,-13,5,16,-10
Cc1cc(C)nc(N/N=C/c2cn[nH]c2-c2ccccc2)n1,1,-9,3,-16,-0.59,1,1,12,-16
Cc1nc(C)c(C(=O)N2CCCC(CCC(=O)NCc3ccc(F)c(F)c3)C2)s1 (stereo not drawn),0,-1,0,-26,0.41,.,-13,11,-1
CC1CCc2nc(NC(=O)CN3CCN(Cc4ccc5c(c4)OCO5)CC3)sc2C1 (stereo not drawn),-3,-7,-1,-13[20 µM],.,0,-6,7,-1
COc1cccc(-n2c(N)c(C(=O)Nc3c(C)n(C)n(-c4ccccc4)c3=O)c3nc4ccccc4nc32)c1,-12,-4,12,-12,-0.82,0,53,.,23
COc1cc(C2CC(=O)N(CC(=O)NCc3ccco3)c3ccccc3S2)cc(OC)c1OC (stereo not drawn),-5,-25,9,-19,-1,-1,-10,3,-4
O=C(Nc1nccs1)c1cc2c(s1)CCCCC2,-2,-18,-5,-11[20 µM],-2.8,-17,7,-4,-3
CCCCN(CC)C(=O)c1ccc(Cl)c(Cl)c1,-1,-4,-6,-8[20 µM],-0.6,-1,-9,1,5
CC(=O)C1=C(C)OC(N)=C(C#N)C1c1cccnc1 (stereo not drawn),3,-5,-1,-17,0.29,-8,-3,14,-6
Cc1cccc(C)c1NC(=S)N(CCN(C)C)C(C)c1ccccn1 (stereo not drawn),-5,0,1,-17,1.4,-14,-22,24,3
O=C(NCCO)c1cc2cc(Cl)cc(Cl)c2oc1=O,4,-1,4,-9,0.37,-16,8,5,-7
CN(C)S(=O)(=O)c1ccc(N2CCCC2=O)c([N+](=O)[O-])c1,-14,-4,9,-13,0.014,-17,1,4,-12
O=Cc1c(N2CCSCC2)nc2ccccn2c1=O,-6,4,-3,-15,0.055,0,0,.,-6
O=C1CC(NCc2ccco2)C(=O)N1CCc1ccccc1 (stereo not drawn),1,1,-10,-19,0.43,0,10,-5,-17
Cn1c(=O)c(=O)n(C)c2cc(S(=O)(=O)N3CCN(c4cccc(C(F)(F)F)c4)CC3)ccc21,-1,-5,-20,-25[20 µM],1.4,-10,7,-1,-9
COCCNC(=O)c1cc(-c2ccc3c(c2)OCO3)on1,2,0,8,-16,0.28,-5,3,.,-22

# More entries follow:
Thrombin inh	NCF1 inh	eIF4E 4G PPI	Furin inhibitor	KCC2 mod	KLK5 inh	14-3-3 Bad PPI	Rad51 HR inh	EBV gp42 inh	mol
-7	-6	-4	-20	-0.13	6	54	6	-10	CCN1CCN(CC(O)COc2ccc(C)c(C)c2)CC1 (stereo not drawn)
-1	9	0	-12	-0.79	-2	3	-15	-2	CCOC(=O)C1CCN(C(C(=O)NC2CCCC2)c2ccc(C)cc2)CC1 (stereo not drawn)
4	-9	-18	-17[20 µM]	-1.2	-38	3	-1	-21	COC(=O)c1ccccc1NC(=O)c1ccc(-c2cccc(Cl)c2)o1
-2	-1	-2	-21	-0.33	-12	29	18	7	COc1ccc(C)cc1NS(=O)(=O)c1ccc2c(c1)n(C)c(=O)n2C
-1	-7	-9	-12[20 µM]	-0.1	-6	-11	.	-16	CN(C)/C=C(/C(=O)c1ccc(Cl)cc1)S(=O)(=O)c1ccc(Cl)cc1
-8	-4	2	-20	0.37	-9	-6[fluorescence artefact?]	3	-7	O=C(CSc1nc2ccccc2c(=O)n1-c1ccc(OC(F)F)cc1)NCc1cccs1
4	-8	2	-6	0.61	-44	2[fluorescence artefact?]	.	-15	Cc1ncc(CO)c(/C=N/NC(=S)Nc2ccc(F)cc2)c1O
-2	17	-3	-22	0.035	-10	6	-4	-37	COc1ccc(OC)c(CCNC(=O)Cn2sc3nc(C)cc(C)c3c2=O)c1
9	-23	-18	-12[20 µM]	0.71	7	-10	2	-12	CCc1cc2c(Sc3nc4ccccc4s3)ncnc2s1
0	-8	0	-10	.	5	-6	7	-22	Cc1ccc(-c2c3c(=O)n(C)c(=O)n(C)c3cn2-n2cnnc2)cc1
-2	-13	-3	-23	.	2	12	8	-12	O=S1(=O)CCN2C=Nc3sc4c(c3C2=N1)CCCC4
-3	-3	6	-20	-0.32	-5	-5	17	-10	COc1ccc(C(=O)C2CCCN(Cc3sc(N4CCCC4)nc3Cl)C2)c(OC)c1 (stereo not drawn)
-9	.	-1	-14	-1.3	-5	-2	.	3	COc1ccc(C2(C(=O)Nc3ccc(C)cc3)CCOCC2)cc1
3	-11	1	-12	0.13	-7	0	.	-14	CC(=O)NC(Nc1nc2c(s1)CCCC2)(C(F)(F)F)C(F)(F)F
-3	.	2	-26	-0.0041	.	2	.	-8	O=C(Nc1ccc(Cl)cc1)Nc1ccc(S(=O)(=O)Nc2ncccn2)cc1
2	-11	2[fluorescence artefact?]	-5	0.31	-2	-7[fluorescence artefact?]	-1	-2	COc1ccc(-c2csc(N3CCOCC3)n2)cc1OC
